Compound activity (PubChem)
LMPTP block = blocks human LMPTP phosphatase | P24666 | recombinant LMPTP-A, OMFP fluorogenic substrate, fluorescence intensity | inhibition, % at 20 µM | actives 0.22% (n = 360,000);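 active = compounds that cut the enzyme signal by at least half of the control window in the single-dose screen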;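 also: plate controls were DMSO wells with enzyme plus substrate for no effect and substrate without enzyme for full effect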
Target sequence (P24666 whole entry, looked up): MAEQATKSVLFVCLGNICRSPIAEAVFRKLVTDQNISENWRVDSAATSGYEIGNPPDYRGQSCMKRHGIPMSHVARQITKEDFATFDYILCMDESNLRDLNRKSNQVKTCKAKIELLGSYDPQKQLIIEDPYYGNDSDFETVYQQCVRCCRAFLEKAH
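test system = LMPTP-A | amount = 0.625 nM LMPTP-A final | reagent = fluorogenic phosphatase substrate OMFP at 400 µM final | incubation = 50 min at room temperature | benchmarks = no-enzyme low control, uninhibited high control | medium = Bis-Tris pH 6.0, DTT, detergent | signal = fluorescence intensity of OMFP turnover product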
Scp-1 inhibitor = inhibitors of human Scp-1 phosphatase. Recombinant Scp1, phosphopeptide, malachite green phosphate absorbance. inhibition, % at 20 µM. actives 0.88% (n = 340,000);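 active = inhibition above about 50% at 20 µM, limit read from the data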;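 also: plate controls were DMSO wells with enzyme for no effect and wells lacking enzyme for full effect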
Target sequence (Q9GZU7 76-261 limits assumed): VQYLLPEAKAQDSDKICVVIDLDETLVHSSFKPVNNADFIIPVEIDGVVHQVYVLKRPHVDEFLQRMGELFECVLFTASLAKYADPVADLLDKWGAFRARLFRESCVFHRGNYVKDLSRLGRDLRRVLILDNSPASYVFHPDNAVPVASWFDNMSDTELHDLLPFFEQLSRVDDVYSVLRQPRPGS
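assay system = SCP-1 phosphatase catalytic domain, residues 76-261 | buffer or medium = 50 mM Tris acetate pH 5.5, 0.005% Tween-20, 10 mM MgCl2 | incubation = enzyme reaction 45 min at room temperature, colour 5 min, stabilisation 30 min | signal = Phosphate-binding colour reagent, absorbance read at 630 nm | measure = % inhibition at 20 µM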
DNMT1 block = blocks human DNA methyltransferase DNMT1; inhibition (reported as % activation of signal), % at 10 µM; DNMT1 molecular beacon, Hinp1I cleavage, fluorescence; actives 0.83% (n = 360,000); P26358; in the data active = inhibition above about 50%
CendR NRP1 mod = NRP-1/CendR interaction modulation; AID 602438; FAM-RPARPAR peptide binding to NRP-1, fluorescence polarization; O14786; actives 0.85% (n = 360,000); inhibition, % at 25 µM;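 active = inhibition or corrected inhibition above about 18%, plus a signal ratio from 0.5 to 1.5, limit read from the data, passing the limit was not always enough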; also: strong numbers were not always called active
Rpn11 inh = blocks the human proteasome subunit Rpn11; O00487; human 26S proteasome, Ub4-pepOG fluorescence polarization; 20S core pre-blocked with epoxomicin; calls only at 20 µM; actives 0.59% (n = 360,000);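 active = inhibition at 20 µM, scaled to each plate's controls, above about 33%, limit read from the data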
STEP block = STEP (human) phosphatase inhibition. P54829. recombinant STEP, OMFP fluorogenic substrate, fluorescence. inhibition, % at 20 µM. actives 0.25% (n = 360,000). AID 588621;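 active = inhibition at 20 µM, scaled per plate between control wells, above about 37%, limit read from the data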;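 also: 0% = DMSO with enzyme and substrate and 100% = substrate only without enzyme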
Target sequence (P54829 whole entry, looked up): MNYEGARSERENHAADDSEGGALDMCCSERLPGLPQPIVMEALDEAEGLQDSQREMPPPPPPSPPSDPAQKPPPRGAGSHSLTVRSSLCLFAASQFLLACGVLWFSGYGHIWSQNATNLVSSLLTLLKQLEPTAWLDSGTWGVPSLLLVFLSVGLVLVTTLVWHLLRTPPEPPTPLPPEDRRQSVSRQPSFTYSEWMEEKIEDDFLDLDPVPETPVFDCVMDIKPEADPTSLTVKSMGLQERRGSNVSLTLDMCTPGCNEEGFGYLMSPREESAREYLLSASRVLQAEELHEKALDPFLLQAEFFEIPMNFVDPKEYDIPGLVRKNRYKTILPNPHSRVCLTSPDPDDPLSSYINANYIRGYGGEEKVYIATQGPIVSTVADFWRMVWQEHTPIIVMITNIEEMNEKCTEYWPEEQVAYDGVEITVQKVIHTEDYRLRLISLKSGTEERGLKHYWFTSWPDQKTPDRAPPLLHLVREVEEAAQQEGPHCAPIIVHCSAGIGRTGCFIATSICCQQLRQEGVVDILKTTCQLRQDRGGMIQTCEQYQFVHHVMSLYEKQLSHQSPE
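Assay system: isolated STEP enzyme. Buffer or medium: pH 6.0 Bis-Tris with DTT and Tween 20. Also added: fluorogenic phosphatase substrate OMFP at 25 µM final. Dosing: 20 µM, 1% DMSO. Timing: 20 min reaction, room temperature, in the dark. Measured by: fluorescence intensity, excitation 480 nm, emission 540 nm. Evaluation: normalized % inhibition.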
MT1-MMP act inh = inhibitors of human MT1-MMP activation; P50281; HT1080 RFP-PRO-GFP cells, GFP/RFP ratio fluorescence, overnight; percent of plate control window, DMSO zero; GFP/RFP ratio change, % at 20 µM; actives 0.061% (n = 360,000); AID 651647;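 active = GFP/RFP ratio change of at least 30% with cell ATP level not reduced by more than half and red fluorescence within 50% of control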; also: strong numbers were not always called active
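Assay system – RFP-PRO-GFP reporter HT1080 cells · Compound dosing – single dose of 20 µM compound, 1% DMSO final · Incubation – overnight compound exposure at 37 °C · Measure – GFP/RFP fluorescence ratio · Benchmarks – DMSO wells and RFP-L50D-GFP cells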
SUMO1-SIM PPI = SUMO1-SIM interaction modulation; actives 0.33% (n = 360,000); AID 602429; SUMO1 binding to a labelled peptide, TR-FRET, 1 h; inhibition, % at 20 µM; P63165; in the data active = inhibition above about 37%
Target sequence (P63165 whole entry, looked up): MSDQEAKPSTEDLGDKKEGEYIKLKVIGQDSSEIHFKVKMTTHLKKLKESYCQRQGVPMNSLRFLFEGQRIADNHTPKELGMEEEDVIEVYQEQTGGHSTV
NadD inh = inhibitors of Staphylococcus aureus NadD; actives 0.78% (n = 360,000); purified NadD enzyme, colorimetric absorbance read-out; inhibition, % at 20 µM; in the data active = inhibition above about 26%; also: some compounds past the cut are filed as inactive
SKN-1 block = blocks SKN-1 activity in C. elegans; C. elegans VP596 Pgst-4::GFP/RFP ratio, acrylamide-induced, 24 h; inhibition, % at 21.8 µM; actives 0.49% (n = 360,000);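 active = interference check ratio from 0.5 to 1.5 plus GFP to RFP signal ratio inhibition reaching or exceeding a fixed threshold, cut at about 30% in these data, passing the limit was not always enough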; also: some compounds called inactive have numbers as strong as hits
Numbers without * were called inactive; i = inactive; . = no result given; + = active, no number.

SMILES	LMPTP block	Scp-1 inhibitor	DNMT1 block	CendR NRP1 mod	Rpn11 inh	STEP block	MT1-MMP act inh	SUMO1-SIM PPI	NadD inh	SKN-1 block
CCC(=O)N1CCc2cc(Br)cc(S(=O)(=O)N3CCCC(C(=O)O)C3)c21 (stereo not drawn)	0.3	24	5	-4	i	4	0	11	-4	14
CS(=O)(=O)c1ccc(-c2cnc3c(NC=O)cc(-c4ccsc4)cn23)cc1	0.5	.	-9	-62	i	0	-13	-10	6	19
CC(C)C1OC2(C)OC(=N)C1(C#N)C(C#N)(C#N)C2c1ccccc1 (stereo not drawn)	-0.5	3	-14	-14	i	-6	-11	3	4	42
CCC(C)C(N)C(=O)N1CCCC1C(=O)NC(C(=O)O)C(C)CC (stereo not drawn)	0.3	-9	-1	-9	i	2	1	3	-2	-8
Cc1nc(N2N=C3/C(=C/c4ccc(F)cc4)CCCC3C2c2ccc(F)cc2)sc1C(=O)N(C)C (stereo not drawn)	5.6	5	-23	-16	i	4	-30	1	11	-1
Cc1cc(C)c2c(n1)sc1c(=O)n(Cc3ccc(F)cc3)cnc12	1.1	-7	-2	4	i	0	3	1	2	0
CC(=O)Nc1sc(N/N=C/c2ccc(O)cc2)nc1-c1ccc(C)cc1	0.4	13	-8	-4	i	1	0	-14	9	6
Cc1c(Cl)cnc(NC(=O)COC(=O)c2cccs2)c1Cl	-0.2	-2	1	-6	i	2	-3	3	2	8
CCN(CC)c1ccc(C=Nc2ccc(C)cc2)c(O)c1	0.2	-14	-4	4	i	3	-1	-8	-5	19
COc1ccccc1NC(=O)Cn1c(=O)sc2ccccc21	-1.6	1	-3	5	i	1	4	0	-4	3
O=C(c1ccc(-n2cnnn2)cc1)N1CCCCC1	-0.7	-5	2	-2	i	-2	1	2	1	11
O=C1CCc2cc(S(=O)(=O)NCc3ccc(F)cc3)cc3c2N1CCC3	0.2	-1	5	4	i	1	1	0	-3	-3
Cc1ccc(C)c(N2CCN(C(=O)c3ccc(N4CCOCC4)c([N+](=O)[O-])c3)CC2)c1	3.4	-4	-5	10	i	1	0	-17	5	10
Cc1ccc(S(=O)(=O)N/N=C\c2cccnc2)cc1	-2.4	-3	0	-8	i	0	-2	-6	-1	0
S=C(NCc1ccccc1)NNc1nc2ccccc2[nH]1	7.7	-6	-3	2	i	3	4	3	0	2
CCSc1nc(O)c(Cc2ccccc2)c(=O)[nH]1	0.9	-8	-2	2	i	-6	-6	0	12	-8
CCCCN(C(=S)Nc1ccc(F)cc1)c1c(N)n(CCC)c(=O)[nH]c1=O	-1.1	-1	0	9	i	-2	3	3	-3	-3
CC(C)(C)c1ccc(C(=O)Nc2cccc(-n3cnnn3)c2)cc1	1.3	-13	-1	-24	i	0	6	0	-9	9
COc1ccc(S(=O)(=O)Nc2c(C(=O)O)[nH]c3ccccc23)c(OC)c1	-1.0	0	-2	12	i	-2	-4	-7	0	-1
Cc1nn(CC(=O)NC2(C#N)CCCCC2)c(C)c1[N+](=O)[O-]	-1.7	-3	2	20	i	-4	2	4	3	-13
O=c1[nH][nH]c(-c2ccccc2)c1C=Nc1ccc(F)cc1F	-1.8	9	-1	5	i	1	.	-3	4	2
COCCCNC(=O)c1c(-c2ccccc2)noc1C	-1.9	6	0	4	i	-2	11	1	0	0
CC(=O)N1N=C(c2ccc(Br)cc2)CC1c1ccc(Br)cc1 (stereo not drawn)	1.6	.	0	-6	i	4	-1	5	-6	3
COc1cccc(C(=O)CN(C(=O)c2ccc(Cl)c(Cl)c2)N2C(=O)C3CCCCC3C2=O)c1 (stereo not drawn)	2.8	-9	-8	-11	i	3	5	4	-4	0
COc1ccc(NC(=O)CN(C)C(=O)c2cc(C)oc2C)cc1	0.3	.	5	-12	i	1	4	-3	11	12

Further records
SMILES	LMPTP block	Scp-1 inhibitor	DNMT1 block	CendR NRP1 mod	Rpn11 inh	STEP block	MT1-MMP act inh	SUMO1-SIM PPI	NadD inh	SKN-1 block
CCCCN(C(=O)c1ccc(C)c(S(=O)(=O)N2CCOCC2)c1)c1c(N)n(CCCC)c(=O)[nH]c1=O	-1.1	6	0	11	i	-1	4	-1	-1	-11
CC(OC(=O)c1nc(Cl)ccc1Cl)C(=O)Nc1ccc2c(c1)OCCO2 (stereo not drawn)	-1.7	-9	0	-11	i	-3	-1	1	-10	9
Cc1ccc(C(=O)Nc2ccc(C(=O)O)cc2NC(=O)c2ccc(C)cc2)cc1	-0.1	-12	0	6	i	-1	1	3	3	-7
Cc1cc(C)c(S(=O)(=O)N2CCN(S(=O)(=O)N3CCC(C)CC3)CC2)c(C)c1	2.0	-2	0	12	i	4	-2	0	0	2
CCOC(=O)C1=C(c2ccccc2)NC(=O)NC1c1ccc(N(C)C)cc1 (stereo not drawn)	0.7	-5	-3	-12	i	-1	4	-5	1	9
COc1ccc(NC(=O)C2CC(=O)N/C(=N/NC(=O)c3ccc(Cl)cc3)S2)cc1 (stereo not drawn)	-2.3	-24	0	-1	i	3	7	1	8	8
CN1CCN(c2ncnc3c2ncn3[C@H]2CN(Cc3ccc(Cl)cc3)C[C@@H](CO)O2)CC1	-0.1	.	0	-3	i	3	1	-1	-2	6
CCOc1ccc(-c2c(C(=O)N/N=C/c3ccoc3)nnn2-c2nonc2N)cc1	-1.2	1	-2	9	i	-2	0	-3	0	-5
C#CCOCCOCCOCCNc1nc(N2CCN(C(=O)C(Cc3ccc(O)cc3)n3cc(C(N)C(C)CC)nn3)CC2)nc(N2CCN(C(=O)C(Cc3ccc(O)cc3)n3cc(C(N)C(C)CC)nn3)CC2)n1 (stereo not drawn)	2.8	2	-2	9	i	1	2	-17	4	7
Cc1ccc(N(C(=O)c2ccco2)C2C=CS(=O)(=O)C2)cc1 (stereo not drawn)	0.1	-1	-1	13	i	-2	1	-2	4	7
COc1ccc(C(CCNCc2ccccc2)c2ccc(F)cc2)cc1 (stereo not drawn)	2.5	13	0	-5	i	2	0	-4	0	0
COc1ccccc1C(=O)NC(=S)NC12CC3CC(CC(C3)C1)C2	0.8	-10	7	6	i	5	-5	-6	1	14
COCc1nc(-c2ccc(-c3ccc(C)cc3)nc2OC)no1	1.7	-5	-5	1	i	2	-2	-12	-9	17
O=C1c2ccccc2NC(c2cccc(O)c2)N1Cc1ccco1 (stereo not drawn)	0.1	-1	-7	-1	i	3	4	5	-4	7
CS(=O)(=O)N1CCc2cc(C(=O)N3CCN(c4ccccc4)CC3)ccc21	0.6	-2	2	14	i	-3	4	2	-3	-2
Cc1cccc(N2CCN(S(=O)(=O)c3ccc4c(c3)OCCO4)CC2)c1C	2.2	4	2	-13	i	1	3	2	-2	-4
Cc1cc(-c2csc(N)n2)c(C)n1-c1ccccc1	3.3	2	-22	-12	i	-4	8	-1	18	10
Cc1onc(-c2ccccc2Cl)c1C(=O)Nc1nn[nH]n1	0.1	-8	2	-3	i	-6	5	3	-2	-2
CCN(CC(=O)Nc1ccccc1C(F)(F)F)C(=O)CCc1nc2ccccc2c(=O)[nH]1	-2.9	-2	2	0	i	-2	0	2	-3	-10
CCn1c(SCc2cc(=O)[nH]c3ccccc23)nc2c1c(=O)n(C)c(=O)n2C	4.6	9	-2	-6	i	-1	6	2	-5	18
COc1ccc(CCNC(=O)CCN2C(=O)c3cccc4cccc(c34)C2=O)cc1OC	0.0	-6	-2	-3	i	-3	1	-8	0	-3
O=C(OCC(=O)N1CCc2ccccc21)c1cc(S(=O)(=O)N2CCOCC2)ccc1F	0.6	-4	-9	8	i	-3	5	-2	-7	18
O=C(Nc1nc2c(s1)COc1ccccc1-2)c1cccs1	-0.4	-17	0	-19	i	2	25	-18	-5	2
COc1ccc(NC(=O)COc2ccc(C(=O)NC3CCCc4ccccc43)cc2OC)cc1 (stereo not drawn)	-1.2	-2	35	6	i	-1	4	0	1	-11
CCCCCCc1nc(C(N)=O)c2[nH]c(=O)n(-c3ccccc3F)c2n1	-1.4	9	2	0	i	-2	-1	3	6	2

(continued)
SMILES	LMPTP block	Scp-1 inhibitor	DNMT1 block	CendR NRP1 mod	Rpn11 inh	STEP block	MT1-MMP act inh	SUMO1-SIM PPI	NadD inh	SKN-1 block
COc1ccc(NC(=O)CSc2nnc(Cc3ccccc3)c(=O)n2N)c(OC)c1	0.5	-1	-12	10	i	0	2	3	0	11
Cc1ccccc1N=C1c2cc([N+](=O)[O-])ccc2-c2ncccc21	-0.9	4	4	17	i	2	-5	-22	-3	-1
O=C(OCn1nnc2ccccc2c1=O)c1cccnc1Cl	-0.5	-4	0	-31	i	-2	4	-1	1	4
COC(=O)c1ccc2c(c1)NC(=O)C(N(CC(C)C)CC(C)C)S2 (stereo not drawn)	-1.9	-1	7	12	+	-1	-9	-1	-2	-16
Cc1ccc(CNC(=O)C2CC2c2ccccc2)cc1 (stereo not drawn)	-0.9	1	-1	-6	i	-3	1	-3	-6	7
COc1cc(NC(=O)c2ccco2)c(OC)cc1NC(=O)CCC(=O)Nc1cc(C)cc(C)c1	1.1	-8	-16	-11	i	0	2	14	-3	3
CCc1ccccc1NC(=O)CSc1nnc([C@@H](NC(=O)OC(C)(C)C)C(C)C)o1	-0.2	-5	7	6	i	-3	0	0	-1	7
C=C(C)Cn1c(SCC(=O)N/N=C/c2ccccc2)nc2ccccc2c1=O	-0.6	2	0	2	i	-3	-5	-1	0	0
COc1cccc(NC(=O)c2ccccc2-c2nc(-c3ccc(Cl)cc3)no2)c1	3.7	-3	1	-4	i	4	-7	-2	-4	-19
CCCc1cc2c(=O)c(-c3ccc4c(c3)OCCO4)coc2cc1OC(=O)c1ccco1	3.0	-15	-2	-11	i	2	-12	0	-2	5
CC(C)c1nc(SCC(=O)NC2CCCC2)c2ccccc2n1	-0.8	-5	0	6	i	1	-2	-3	4	6

Exported as labelled records: entries from further up
> C=C(C)Cn1c(SCC(=O)N/N=C/c2ccccc2)nc2ccccc2c1=O
  LMPTP block = -0.6
  Scp-1 inhibitor = 2
  DNMT1 block = 0
  CendR NRP1 mod = 2
  Rpn11 inh = i
  STEP block = -3
  MT1-MMP act inh = -5
  SUMO1-SIM PPI = -1
  NadD inh = 0
  SKN-1 block = 0

> COc1cccc(NC(=O)c2ccccc2-c2nc(-c3ccc(Cl)cc3)no2)c1
  LMPTP block = 3.7
  Scp-1 inhibitor = -3
  DNMT1 block = 1
  CendR NRP1 mod = -4
  Rpn11 inh = i
  STEP block = 4
  MT1-MMP act inh = -7
  SUMO1-SIM PPI = -2
  NadD inh = -4
  SKN-1 block = -19

> CCCc1cc2c(=O)c(-c3ccc4c(c3)OCCO4)coc2cc1OC(=O)c1ccco1
  LMPTP block = 3.0
  Scp-1 inhibitor = -15
  DNMT1 block = -2
  CendR NRP1 mod = -11
  Rpn11 inh = i
  STEP block = 2
  MT1-MMP act inh = -12
  SUMO1-SIM PPI = 0
  NadD inh = -2
  SKN-1 block = 5
